Screens (PubChem)
Lipid storage S3 = qHTS Assay for Lipid Storage Modulators in Drosophila S3 Cells; Drosophila S3 cells, BODIPY lipid droplet fluorescence, 18-24 h; cells fed with added oleic acid; lipid storage change, negative = inhibition, % at the top dose, mostly 46.1 µM; hits show Potency in µM; AID 2685; actives 0.64% (n = 320,000); active = well fitted inhibition curve with a large enough effect in the signal ratio, with a control signal flat, not every such curve was filed as active; inconclusive = small, poorly fitted or top-dose-only effect, or effect the other way, or a change in a side signal; the % refers to the signal ratio
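Drosophila S3 cells got compounds at several concentrations plus oleic acid (400 uM solution). Laser-scanning cytometry with 488 nm excitation read lipid droplets at 500-530 nm and cells at 575-640 nm. Percent activity was relative to 20 uM Triacsin C.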
Lipid storage S3 cell count max = further read-out of Lipid storage S3, marked with its call; cell number change, %; measured here: cell count max response;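 cells counted by Cell Tracker Red CMTPX staining in the red channel; peak over a dose series mostly up to 46.1 µM; percent activity relative to internal control wells on each plate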
Starred values were filed as active, the others as inactive; i = inactive; ? = inconclusive; . = not tested or not shown. % is scaled to controls: 0 for no effect and ±100 for the full control effect; potency is read from the fitted curve at half-maximal effect. The list is partial; count on the stated rates, not on these rows.

SMILES | Lipid storage S3 | Lipid storage S3 cell count max
CC(=O)CCC(C)=O | ? | .
CCC(=NCc1ccco1)c1c(O)n(-c2ccc(C)cc2)c(=O)[nH]c1=O | ? | .
COc1cccc(CN2CCCC(C(=O)c3ccccc3SC)C2)c1O (stereo unspecified) | ? | .
CCN(CC)C(=O)c1ccc(NC(=O)COC(=O)c2ccc(Cl)s2)cc1 | -5% | -2
CCCNC(=O)N1[C@H]2CC[C@@H]1C(C(=O)OC)=C(c1cccc(Cl)c1)C2 | ? | .
CN(C)C1(c2nnnn2CCOC(=O)Nc2ccc(Cl)cc2)CCCCC1 | ? | .
N#Cc1ccc(NC(=O)CCNC(=O)c2ccco2)cc1Cl | ? | .
CN1CCN(c2cc(N3CCNCC3)ccc2[N+](=O)[O-])CC1 | 0% | -2
CC(=NCC1CCCO1)c1c(O)n(-c2ccc(Cl)cc2)c(=O)[nH]c1=O (stereo unspecified) | i | 9
O=C(O)CCn1cc(C=C2C(=O)NC(=S)NC2=O)c(-c2ccccc2)n1 | ? | .
COC(=O)C1=C(c2ccc(F)cc2OCc2ccccc2)C[C@@H]2CC[C@H]1N2C(=O)NC1CC1 | ? | .
COc1ccccc1OP(=O)(Nc1cccnc1)Oc1ccccc1OC | 5% | 0
CN1CCN(CCC(C#N)(c2ccccc2)c2ccccc2)CC1 | ? | .
COc1ccc(CCNCc2ccc(SC)cc2)cc1 | -5% | 4
Cc1cc(C)nc(N2Cc3ccccc3C2=N)n1 | ? | .
CCCSP1(=S)NCCCO1 (stereo unspecified) | ? | .
Cc1cccc2c1N(N=O)CCC2 | ? | .
CN(C(=O)Cn1c(=O)oc2cc(S(=O)(=O)N3CCCC3)ccc21)C1CCCCC1 | ? | .
O=C1NC(=O)C2(C(=O)N1)C(c1ccc(F)cc1)NC(=S)NC2c1ccc(F)cc1 (stereo unspecified) | ? | .
C=CCn1c(O)c(C=Nc2c(C)n(C)n(-c3ccccc3)c2=O)c(=O)[nH]c1=O | ? | .
COc1ccc2c(c1)c(C(=O)O)c(C)n2C(C)C | 0% | 12
COc1ccc(C2CC(c3c(O)n(CCc4ccccc4)c(=O)[nH]c3=O)=NN2)cc1OC (stereo unspecified) | 3% | 3
O=C(CN1CCN(Cc2ccc(Cl)cc2)C1=O)N1CCC2(CC1)OCCO2 | ? | .
COc1ccc(C(CC(=O)N2CCC3(CC2)OCCO3)NS(=O)(=O)c2ccc(C)cc2)cc1 (stereo unspecified) | ? | .
CC(=O)c1ccc(OC(=O)N(C)c2ccccc2)cc1 | 10% | 5
CCOC(=O)CNC(=O)CNC(=O)C(Cc1ccc(N(CCCl)CCCl)cc1)NC(C)=O (stereo unspecified) | -12% | .
CCOc1ccc(N=C2SCCCN2C)cc1 | -4% | 15
OC1(c2ccccc2F)CC2CCC(C1)N2CCN1CCOCC1 (stereo unspecified) | -11% | 2
COc1ccc(C(c2c(O)c3ccccc3oc2=O)c2c(C)n(C)n(-c3ccccc3)c2=O)cc1 (stereo unspecified) | 8% | -8
O=C1C2CCCN2C(c2cccs2)N1c1ccccn1 (stereo unspecified) | ? | .
C=CCNC(=O)c1c(N)n(Cc2ccco2)c2nc3ccccc3nc12 | ? | .
Cc1ccc(/C=C2\C(=O)NC(=O)N(CCc3ccc(F)cc3)C2=O)s1 | 0% | -1
Cc1c(C(=O)N2CCC3(CC2)OCCO3)oc2ccccc12 | ? | .
Cc1cc(OCC(=O)N2CCC(C(=O)NCC(C)C)CC2)c2c3c(c(=O)oc2c1)CCCC3 | ? | .
CN(C)C(=O)Oc1ccc2oc(=O)cc(-c3cc4ccccc4o3)c2c1 | ? | .
C=CC1CN2CCC1CC2c1[nH]c2ccccc2c1CCO (stereo unspecified) | ? | .
CCOC(=O)C1=C(N)Oc2ccccc2C12C(=O)N(CC(=O)OC)C(CC(=O)OC)=C2C(=O)OC (stereo unspecified) | -5% | 9
Cc1csc(=N)n1Cc1ccccc1 | ? | .
Cc1cc(=O)oc2cc(OCC(=O)N3C[C@H]4C[C@@H](C3)c3cccc(=O)n3C4)ccc12 | ? | .
CCOc1ccc(CN2CCN(C(=O)Cc3ccccc3)CC2)cc1 | ? | .
CNc1cc(Cl)c2nonc2c1[N+](=O)[O-] | ? | .
CN1CCc2cc3c(cc2[C@H]1[C@@H]1OC(=O)c2c1ccc1c2OCO1)OCO3 | ? | .
O=C1NC(=O)N(C2CCCCC2)C(=O)C1C1c2ccccc2C(=O)N1Cc1ccccc1 (stereo unspecified) | ? | .
Cn1c(O)c(C=Nc2ccccc2-c2ccccc2)c(=O)n(C)c1=O | ? | .
Cc1cccc(C2=NCC(=O)N(CC(=O)NCc3ccco3)c3sc4c(c32)CCCC4)c1 | ? | .
CCCCCn1c(=O)c(C(=O)NCCc2ccccc2)c(O)c2ccccc21 | ? | .
NS(=O)(=O)c1ccc(-c2ccc(C=C3C(=O)NC(=O)NC3=O)o2)cc1 | -13% | 2
Cc1ccc(CN2C(=O)CN=C(c3ccccc3)c3ccccc32)cc1 | 10µM* | 12*
Fc1ccc(CCNCc2ccccc2Cl)cc1 | ? | .
O=C(Cc1ccccc1)N1CCN(Cc2c[nH]c3ccccc23)CC1 | 21% | -2

3 compounds from above, ordered by heavy-atom count, high to low:
SMILES | Lipid storage S3 | Lipid storage S3 cell count max
Cc1ccc(CN2C(=O)CN=C(c3ccccc3)c3ccccc32)cc1 | 10µM* | 12*
C=CC1CN2CCC1CC2c1[nH]c2ccccc2c1CCO (stereo unspecified) | ? | .
Cc1cccc2c1N(N=O)CCC2 | ? | .

Next part.
SMILES | Lipid storage S3 | Lipid storage S3 cell count max
COC(=O)C1=C(c2ccc(F)cc2OCc2ccccc2)C[C@@H]2CC[C@H]1N2C(=O)NCc1ccc([N+](=O)[O-])cc1 | ? | .
C=CCn1c(O)c(C(C)=NCc2cc(OC)cc(OC)c2)c(=O)[nH]c1=O | 22% | -13
Cc1cccc([N+](=O)[O-])c1 | ? | .
Cc1cccc(-n2c(O)c(/C=N/N3CCOCC3)c(=O)[nH]c2=S)c1 | 0% | -6
CN1CCN(C(=S)SCC(=O)Nc2ccc(Cl)cc2C(=O)c2ccccc2)CC1 | ? | .
Cc1cccc(-n2c(O)c(C=Nc3ccc(Br)cn3)c(=O)[nH]c2=O)c1 | -18% | -3
C[C@H]1CCC/C=C/[C@@H]2C[C@H](O)C[C@H]2[C@H](O)/C=C/C(=O)O1 | ? | -4
CC(=O)c1cn(Cc2ccc(C#N)cc2)c2ccccc12 | 13% | 4
Cc1cccc(-n2c(C)nc3ccccc3c2=O)c1C | 0% | 16
COC(=O)C1=C(c2ccc(OCc3ccccc3)cc2)C[C@@H]2CC[C@H]1N2C(=O)NCc1ccc(N(C)C)cc1 | ? | .
Cc1ccc2[nH]c(C)c(CCNCc3cccnc3)c2c1 | ? | .
COc1ccc(CN2CCN(C(=O)Cc3ccccc3)CC2)cc1Br | i | .
CNc1ccc2nc3ccccc3[n+](C)c2c1 | ? | .
C#C[C@]1(O)CC[C@H]2[C@@H]3CCC4=CC(=O)CC[C@]4(C)[C@H]3CC[C@@]21C | ? | .
CC(C)CC(NC(=O)C1CCCCC1)C(=O)N1CCC2(CC1)OCCO2 (stereo unspecified) | ? | .
CN1C(=O)C(=Cc2ccccc2Oc2ccc(Cl)c(F)c2)C(=O)N(C)C1=O | 18% | -4
CN1CCN(C(=O)COc2ccc(S(=O)(=O)Nc3ccc(F)cc3)cc2)CC1 | -15% | 6
CCP(=S)(CC)c1ccc(N(C)C)cc1 | ? | .
COC(=O)C1=C(c2ccc(F)cc2OCc2ccccc2)C[C@@H]2CC[C@H]1N2C(=O)NCc1ccc(C)cc1 | ? | .
O=C(Cc1ccccc1)N1CCN(Cc2ccc(F)cc2)CC1 | ? | .
CC1(C)CC2(CCO1)NCCN1C(=O)CSC12 (stereo unspecified) | -12% | 8
O=C(O)CC1OCC=C2CN3CCC45c6ccccc6NC4C1C2CC35 (stereo unspecified) | ? | .
COc1ccccc1CN1CCCCC1c1cccnc1 (stereo unspecified) | ? | .
O=C(Nc1ccc(Cl)cc1)Nc1ccc(Cl)c(Cl)c1 | ? | .
CN1C[C@@H]2C[C@@H](c3cccn3-c3ccccn3)N3CCC[C@@]23C1=O | 0% | 27

Structures shown so far that have an aryl thioether with sulfur outside any ring, in the order listed:
SMILES | Lipid storage S3 | Lipid storage S3 cell count max
COc1cccc(CN2CCCC(C(=O)c3ccccc3SC)C2)c1O (stereo unspecified) | ? | .
COc1ccc(CCNCc2ccc(SC)cc2)cc1 | -5% | 4

Following part
SMILES | Lipid storage S3 | Lipid storage S3 cell count max
CCCCn1c(O)c(/C(C)=N/NC(=O)Nc2ccccc2)c(=O)[nH]c1=O | 0% | 17
CC(C)Sc1nnc(OC(=O)N(C)C)n1-c1ccccc1 | 8% | 4
S=C1Nc2ccccc2Sc2ccccc21 | ? | .
CCC(C)NC(=O)CCC(=O)OC1O[C@H]2OC3(C)CC[C@H]4[C@H](C)CCC(C1C)C24OO3 (stereo partly specified) | ? | .
COc1ccc(/C=C2\C(=O)NC(=O)N(Cc3ccccc3)C2=O)c(OC)c1OC | 2% | 19
COc1ccc(/C=C2\C(=O)NC(=O)N(CCC3=CCCCC3)C2=O)c(OC)c1 | 2% | -2
CCCCn1c(N)c(N(CCOC)C(=O)CN2CC=C(c3ccccc3)CC2)c(=O)[nH]c1=O | -7% | .
CC(C)CCNC(=O)c1c(N)n(CC2CCCO2)c2nc3ccccc3nc12 (stereo unspecified) | ? | .
Cc1nn(Cc2ccc(Cl)cc2Cl)c(Cl)c1C(=O)O | i | .
CCN(CC)C(=O)c1ccc2c(c1)C1C=CCC1C(C(=O)O)N2 (stereo unspecified) | ? | .
CCc1ccc(OCCCN=C(C)c2c(O)n(C)c(=O)n(C)c2=O)cc1 | ? | .
Cc1cc(OCC(=O)NCc2ccc(S(N)(=O)=O)cc2)c2c3c(c(=O)oc2c1)CCC3 | ? | .
CC(=O)OC1N=C(c2ccccc2Cl)c2cc(Br)ccc2NC1=O (stereo unspecified) | ? | .
CCOc1cccc(C2NCc3ccccc3-n3cccc32)c1O (stereo unspecified) | 4% | -8
CC(C)C[C@H](NP(=O)(O)O[C@@H]1O[C@@H](C)[C@H](O)[C@@H](O)[C@H]1O)C(=O)N[C@@H](Cc1c[nH]c2ccccc12)C(=O)O | -12% | .
Cc1nc2cc(C(F)(F)F)ccc2n1C1CCN(Cc2nnnn2Cc2cccs2)CC1 | ? | .
C[C@]12CCC3[C@@H](CCC4=CC(=O)CC[C@@]43CO)C1CCC2=O (stereo partly specified) | ? | .
Clc1ccc(COC(Cn2ccnc2)c2ccc(Cl)cc2Cl)cc1 (stereo unspecified) | ? | .
COc1c(O)ccc2c1-c1c3c(cc4c1C(C2)N(C)CC4)OCO3 (stereo unspecified) | 5% | -6
CC(=O)c1c(C)n(Cc2ccccc2Cl)c2ccc(O)cc12 | -20% | 3
O=C1NC(=O)N(c2ccccc2)C(=O)/C1=C/c1ccoc1 | ? | .
Cc1cc(N2CCOCC2)ccc1/C=C1\C(=O)NC(=O)N(c2ccccc2)C1=O | -6% | 0
Cn1c(O)c(N=Nc2cccc(S(=O)(=O)N3CCOCC3)c2)c(=O)n(C)c1=O | ? | .
Cc1nc2ccccc2c(=O)n1-c1ccccc1C(F)(F)F | -16% | -12
O=C(Nc1ccc(F)cc1F)c1cccn(Cc2ccccc2)c1=O | 3% | -22
C/C(=N\Nc1ccccc1)c1c(O)n(-c2ccccc2)c(=O)[nH]c1=O | ? | .
O=c1[nH]c(=S)n(CCC2=CCCCC2)c(O)c1/C=N/N1CCOCC1 | 25% | 21
O=C1NC(=O)C2=Cc3ccc(O)cc3OC2(O)N1 (stereo unspecified) | ? | .
COc1ccc(-n2c(=O)[nH]c3ccccc3c2=O)cc1 | ? | .
CC(Cc1ccccc1)/[N+]([O-])=C\c1ccc(C(F)(F)F)cc1 (stereo unspecified) | 18% | 5
O=C(COc1ccccc1)N1CCN(C2CC3CCC2C3)CC1 (stereo unspecified) | -1% | 20
CCCCOc1ccccc1Cn1c(=O)oc2ccc(C)cc21 | ? | .
COc1ccc(-n2c(O)c(/C=C/C=Nc3ccccc3)c(=O)[nH]c2=O)cc1 | ? | .
COc1ccc(C(=O)C2CN(C)CC2c2ccc(Cl)cc2)cc1 (stereo unspecified) | 22% | 14
Cc1ccccc1CN1CCN(C(=O)Cc2ccccc2)CC1 | 10% | 10
CCN(CC)CCCC(C)N=C(c1ccccc1)c1c(O)n(C)c(=O)n(C)c1=O (stereo unspecified) | ? | .
CN(C)c1ccc(CN2CC=C(c3ccc(F)cc3)CC2)cc1 | ? | .
COP(=O)(/C=C(\Cl)c1ccccc1)/C=C(\Cl)c1ccccc1 | 9% | 2
CCN1CCN(c2nc3c(c(=O)[nH]2)CCC3)CC1 | i | -6
O=C(c1ccccc1F)c1cn(CC(=O)N2CCCCC2)c2ccccc12 | ? | .

Record cards (already shown). Order of screens: Lipid storage S3	Lipid storage S3 cell count max
Record of NS(=O)(=O)c1ccc(-c2ccc(C=C3C(=O)NC(=O)NC3=O)o2)cc1 : -13%	2
Record of CC(C)CCNC(=O)c1c(N)n(CC2CCCO2)c2nc3ccccc3nc12 (stereo unspecified) : ?	.
Record of O=C(Cc1ccccc1)N1CCN(Cc2c[nH]c3ccccc23)CC1 : 21%	-2
Record of CCCCOc1ccccc1Cn1c(=O)oc2ccc(C)cc21 : ?	.
